AmpC inh no detg: inhibitors of E. coli AmpC beta-lactamase without detergent | AmpC nitrocefin hydrolysis, absorbance 480 nm, 0.0001% Triton | AID 485341 | actives 0.52% (n = 330,000) | P00811 | Potency, µM (highest dose often 57.1 µM), for the others: top-dose activity change, negative = inhibition, hits mostly inhibitors;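 note: potency is the fitted concentration of half-maximal effect; plate controls were no compound for no effect and no enzyme for full effect; nearly all actives have a fitted effect of over 20% in size; some results filed as inactive show a strong effect at the top dose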
Target sequence (P00811 whole entry, looked up): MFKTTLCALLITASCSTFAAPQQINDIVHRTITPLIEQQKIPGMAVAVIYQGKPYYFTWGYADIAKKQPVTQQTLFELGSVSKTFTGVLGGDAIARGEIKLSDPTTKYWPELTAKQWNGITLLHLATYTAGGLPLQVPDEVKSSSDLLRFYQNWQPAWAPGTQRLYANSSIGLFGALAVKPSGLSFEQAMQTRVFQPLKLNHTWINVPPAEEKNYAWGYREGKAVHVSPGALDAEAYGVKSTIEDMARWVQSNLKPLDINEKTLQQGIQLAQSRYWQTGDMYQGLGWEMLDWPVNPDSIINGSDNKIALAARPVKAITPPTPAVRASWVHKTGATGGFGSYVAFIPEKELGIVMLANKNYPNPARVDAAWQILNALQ
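20 mM phosphate pH 7.0 + 0.01% (detergent screen) or 0.0001% Triton X-100; 5.3 nM AmpC reagent; cpd preinc 15 min RT; nitrocefin (800 uM stock) to start; A480 q20 s × 4 min; Activity was normalised to no-enzyme and no-compound control wells.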
HCMV inh: blocks human cytomegalovirus replication | HFF cells, HCMV-luciferase reporter, 72 h; active compounds read low | activity change, negative = inhibition, % at 57.5 µM | actives 4.5% (n = 410,000) | AID 1259415; in the data active = activity change below about -60%; inconclusive = no clear call, values can overlap the other calls; inactive = above about -39%
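Screen run at 2 compound doses on HFFs infected with reporter HCMV, MOI 1 PFU/cell. Luciferase activity from cell lysates at 72 h post infection gave inhibition relative to buffer-only and Salinomycin wells.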
Sm TGR block: inhibitors of Schistosoma mansoni thioredoxin glutathione reductase; Q962Y6; purified TGR, DTNB reduction, TNB absorbance 405 nm; Potency, µM (doses to about 114 µM), for the others: top-dose activity change, negative = inhibition, most hits filed as inhibitors; actives 3% (n = 360,000); note: potency is the fitted concentration of half-maximal effect; nearly all actives have a fitted effect of over 60% in size
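First, TGR (20 nM dispensed) and NADPH were mixed with compound. Second, a 15 min room-temperature incubation followed. Third, further NADPH and then DTNB were added to start the reaction. Finally, TNB absorbance was monitored kinetically.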
AMA1-RON2 inh: inhibitors of Plasmodium falciparum AMA1-RON2 interaction; AlphaScreen AMA1-biotinylated RON2 peptide binding; Potency, µM (doses to about 58.2 µM), inactives show at the highest dose activity change, negative = inhibition, hits mostly inhibitors; actives 0.2% (n = 360,000);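 note: potency is the fitted concentration of half-maximal effect; 0% = vehicle wells and -100% = peptide control; nearly all actives have a fitted effect of over 45% in size; some results filed as inactive show a strong effect at the top dose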
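AMA1 (3D7) with his tag at 25 nM final met compounds first, then biotinylated RON2 peptide at 25 nM; detection used donor plus acceptor beads, 10 µg/mL apiece, read by AlphaScreen after 30 min at room temperature.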
AmpC detergent: inhibitors of E. coli AmpC beta-lactamase with detergent. P00811. AmpC hydrolysis of nitrocefin, absorbance 480 nm, 0.01% Triton. Potency, µM (titrated, usually from 114 µM), without a hit: at the top dose activity change, negative = inhibition, most hits filed as inhibitors. actives 0.041% (n = 370,000);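 note: potency is the fitted concentration of half-maximal effect; 0% = no-compound wells and -100% = no-enzyme wells; nearly all actives have a fitted effect of over 25% in size; some results filed as inactive show a strong effect at the top dose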
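20 mM phosphate pH 7.0 + 0.01% (detergent screen) or 0.0001% Triton X-100; 5.3 nM AmpC reagent; cpd preinc 15 min RT; nitrocefin (800 uM stock) to start; A480 q20 s × 4 min; Activity was normalised to no-enzyme and no-compound control wells.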
LmPK inhibitor: LmPK (Leishmania mexicana) enzyme inhibition; purified LmPK, Kinase-Glo ATP luminescence, 1 h; Potency, µM (doses to about 57.5 µM), for the others: top-dose activity change, negative = inhibition, most hits filed as inhibitors; actives 0.37% (n = 290,000); AID 1721; note: potency is the fitted concentration of half-maximal effect
Target sequence (Q27686 whole entry, looked up): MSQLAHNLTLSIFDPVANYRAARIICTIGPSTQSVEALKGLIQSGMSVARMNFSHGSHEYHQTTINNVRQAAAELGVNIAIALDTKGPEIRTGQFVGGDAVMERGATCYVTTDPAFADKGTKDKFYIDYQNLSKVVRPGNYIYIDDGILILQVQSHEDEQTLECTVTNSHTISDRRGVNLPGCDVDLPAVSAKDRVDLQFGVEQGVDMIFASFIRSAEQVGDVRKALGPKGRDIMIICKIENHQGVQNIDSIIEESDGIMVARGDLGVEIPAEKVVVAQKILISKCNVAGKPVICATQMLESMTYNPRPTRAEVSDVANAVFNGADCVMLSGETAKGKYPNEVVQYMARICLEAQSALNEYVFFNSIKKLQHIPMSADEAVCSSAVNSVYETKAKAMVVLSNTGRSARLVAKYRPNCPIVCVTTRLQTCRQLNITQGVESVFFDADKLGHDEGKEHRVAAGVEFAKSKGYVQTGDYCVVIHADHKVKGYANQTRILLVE
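Purified LmPK (0.1 nM) converted ADP (0.1 mM) to ATP with PEP (0.5 mM) in imidazole buffer pH 7.2 with KCl and MgCl2, 1 h at room temperature. ATP was read by Kinase-Glo luminescence; data normalized to uninhibited and no-enzyme controls.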
TbPYK inhibitor: T. brucei pyruvate kinase inhibition | TbPYK enzyme, Kinase-Glo Plus ATP luminescence, 45 min | Potency, µM (highest dose often 76.8 µM), without a hit: at the top dose activity, negative = inhibition, hits mostly inhibitors | actives 0.12% (n = 410,000) | AID 624173; note: potency is the fitted concentration of half-maximal effect; nearly all actives have a fitted effect of over 50% in size
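Glycolytic pyruvate kinase of T. brucei was incubated with substrate, test compound and 130 uM ADP for 45 minutes at room temperature. Luminescent Kinase-Glo Plus signal was measured after 10 minutes.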
Numbers without * were called inactive; ? = inconclusive; nt = not tested or not shown; & = joins results of further samples; [ ] = remark or other dose. Unless noted, calls come from the whole dose curve; as a rule, active = well fitted curve in the direction sought with a large enough effect; inconclusive = small, poorly fitted or top-dose-only effect, or another doubt; inactive = no such curve, though single readings can be large; an effect the other way counts as inactive or inconclusive. Unless noted, % is set by controls: 0 for no effect and ±100 for the full control effect.

SMILES	AmpC inh no detg	HCMV inh	Sm TGR block	AMA1-RON2 inh	AmpC detergent	LmPK inhibitor	TbPYK inhibitor
Cc1cccc(-n2nnnc2SCC(=O)NCCN2C(=O)CSC2=O)c1	-8.4%	40.1	3.5%	-0.1%	1.1%	-3.0%	-5.2%
CSc1nc(Sc2ccccc2Cl)c2ccccc2n1	-14.8%	-6.9	-4.9%	34.2%[activator]	-11.3%	-1.3%	6.3%
Cc1cc(C)c(C(=O)CSc2nc(C)cc(=O)[nH]2)c(C)c1	-15.3%	19.0	4.2%	22.6%	-1.1%	-0.4%	?
COc1ccc(NC(=O)N(C)C[C@H]2Oc3ccc(NC(=O)NC4CCCCC4)cc3C(=O)N([C@H](C)CO)C[C@@H]2C)cc1	201.8%[activator]	-14.5	nt	16.1%	nt	nt	-1.0%
O=C(O)c1ccc(S(=O)(=O)N(Cc2cccs2)CC2CCCO2)cc1 (stereo not drawn)	1.1%	116.3	-6.6%	0.0%	4.7%	10.4%	-14.0%
c1ccc(-c2cn(C[C@H]3CC[C@@H]([C@@H]4CC[C@H](Cn5cc(-c6ccccn6)nn5)O4)O3)nn2)nc1	27.6%	-11.4	-19.1%	1µM*	1.2%	-4.1%	1.2%
Cc1ccc(C(=O)Nc2nc(=O)n(C(=O)C3CC3)s2)cc1	-36.2%	-32.0	0.9%	-7.6%	-10.3%	-19.9%	?
O=C(CSc1nnc(C2COc3ccccc3O2)o1)NC1CCCCC1 (stereo not drawn)	39.8µM*	8.5	5.2%	-13.6%	-4.9%	-1.9%	-2.0%
COc1ccc(OCC(=O)OCc2cc(=O)n3nc(C4CCCCC4)sc3n2)cc1	nt	-4.0	-1.1%	nt	-0.7%	nt	-2.1%
COc1ccc(C)cc1NC(=O)c1nnn(CCc2ccccc2)c1N	2.8%	8.1	-7.4%	17.1%	-9.4%	3.1%	-2.3%
CC(=O)N(C)c1ccc(NC(=S)NC(=O)/C=C/c2ccco2)cc1	0.0%	14.1	28.2µM*	5.5%	4.0%	-4.3%	6.2%
O=C(COc1ccc(Cl)cc1)OCc1ccc(Cl)cc1	nt	1.1	nt	56.2%[activator]	nt	nt	-5.6%

Brought forward from above: two entries, followed by the next part.
SMILES	AmpC inh no detg	HCMV inh	Sm TGR block	AMA1-RON2 inh	AmpC detergent	LmPK inhibitor	TbPYK inhibitor
CC(=O)N(C)c1ccc(NC(=S)NC(=O)/C=C/c2ccco2)cc1	0.0%	14.1	28.2µM*	5.5%	4.0%	-4.3%	6.2%
O=C(COc1ccc(Cl)cc1)OCc1ccc(Cl)cc1	nt	1.1	nt	56.2%[activator]	nt	nt	-5.6%
COc1ccc(NS(=O)(=O)c2ccc(-c3n[nH]c(=S)n3Cc3ccccc3)cc2)cc1	7.94µM*	15.5	0.0%	92.5%[activator]	2.8%	?	?
COc1cccc(CNC(=O)C2CCC(=O)N(CC3CCCCC3)C2)c1OC (stereo not drawn)	91.8%[activator]	-24.0	-20.1%	-14.0%	-1.7%	-2.8%	-3.4%
O=C1C[C@@H](c2ccc(O[C@@H]3O[C@H](CO)[C@@H](O)[C@H](O)[C@H]3O)cc2)Oc2cc(O)ccc21	-4.7%	-7.1	-8.7%	0.6%	?	-3.3%	2.2%
C=Cn1cc[n+](CC(=O)c2ccc(OC)c(OC)c2)c1	-7.8%	-10.4	5.8%	-2.3%	5.8%	0.9%	4.9%
CCOC(=O)Nc1nnc(CCc2ccccc2)s1	-28.7%	-31.0	8.0%	7.0%	-15.4%	5.2%	-1.5%
CC(C)Cn1c(=O)c2sccc2n2c(CCCC(=O)NC3CCN(Cc4ccccc4)CC3)nnc12	-0.6%	40.0	-9.4%	0.3%	-11.6%	5.0%	2.3%
Cc1ccc(N2CC(NC(=O)C(=O)c3c(C)[nH]c4ccccc34)CC2=O)cc1C (stereo not drawn)	?	-9.6	14.8%	-11.3%	?	nt	-12.1%
COc1cc2cc(-c3ccc(OC)c(OC)c3C)nc(N)c2cc1OC	nt	-92.0*	nt	-3.3%	nt	nt	0.3%
O=C(Nc1ccccc1Cl)Nc1cccnc1Cl	-23.7%	-61.5*	5.0%	-12.8%	-11.6%	1.3%	3.1%
COc1ccc(-n2c(=O)c3c4c(sc3n(CC(=O)N3CCCCC3C)c2=O)CCC4)c(OC)c1 (stereo not drawn)	nt	-18.5	4.6%	nt	21.3%	nt	-5.1%
CCN(CC(=O)NC(C)C)C(=O)C(CCSC)NC(=O)c1ccccc1OC (stereo not drawn)	17.7%	-25.0	1.0%	-5.7%	6.9%	-4.7%	-2.7%
COc1ccc(CNC(=O)c2ccc(NC(=O)N3CCSc4ccccc43)cc2)cc1	nt	16.9	9.3%	nt	5.0%	nt	0.6%
O=C(CCc1ccccc1)Nc1ccnn1C1CCN(C/C=C/c2ccccc2)CC1	66.6%[activator]	-9.7	-22.1%	1.5%	?	-0.7%	2.0%
Cc1ccsc1C(=O)N1CCC1(C)C(=O)Nc1ccc2c(c1)OCCO2 (stereo not drawn)	nt	5.6	nt	-8.5%	nt	nt	0.1%
OCCNc1c2ccccc2nc2c(F)c(F)c(F)c(F)c12	-18.4%	-23.4	-25.6%	3.6%	-3.0%	-4.4%	-2.2%
CCCc1cc(=O)[nH]c(SCC(=O)N(Cc2ccccc2)C(C)C)n1	-13.2%	33.6	1.1%	14.8%	7.4%	5.6%	-1.7%
C/C=C/c1ccc(OCC(=O)O)c(OC)c1	-14.5%	0.0	?	5.2%	1.3%	-1.9%	-1.2%
COc1ccc(S(=O)(=O)NCCOc2ccc(Cl)cc2)cc1	-21.6%	-0.5	-23.9%	-0.9%	-5.7%	nt	-10.0%
COc1ccc(CNC(=O)CCNS(=O)(=O)c2ccc3c(c2)oc(=O)n3C)cc1	-21.6%	13.5	4.0%&1.3%	13.0%	0.5%&12.2%	3.1%	-5.6%&2.0%
Cc1ccc(NC(=O)Cn2nnc(-c3nc(-c4ccc(Cl)cc4)no3)c2N)cc1C	nt	2.1	-1.3%	nt	12.3%	nt	-7.4%
O=C(CN1C(=O)NC2(CCCCCCC2)C1=O)NCc1ccc2c(c1)OCO2	-5.3%	8.0	0.0%	-2.8%	0.6%	0.4%	-7.0%
O=[N+]([O-])c1ccc(Oc2cccc3cccnc23)c([N+](=O)[O-])c1	-21.0%	-69.0*	0.8%	-18.8%	?	1.5%	-11.9%
CCSc1ccc(-c2nn(-c3ccccc3)cc2/C=C(/C#N)C(=O)NC)cc1	-32.9%	2.4	0.5%	6.1%	?	5.0%	-2.6%
O=C1Cn2c(nc3ccccc32)N1c1cccc(C(F)(F)F)c1	-17.4%	16.8	-0.7%	1.1%	?	8.3%	6.8%
O=C(Cc1cccs1)NCCc1csc(-c2ccccc2)n1	-25.5%	0.0	-28.6%	0.4%	1.1%	1.1%	-1.7%
COc1cc(/C=C/C(=O)O)ccc1OS(=O)(=O)c1c(C)c(C)cc(C)c1C	-19.1%	-11.5	-10.5%	-6.2%	-3.9%	nt	5.3%
CCN1C(=O)/C(=C/c2nc3ccccc3c(=O)[nH]2)c2ccccc21	-21.4%	12.2	-15.9%	-11.8%	?	-0.9%	2.3%
Cc1ccc(N2CCN(C(=O)Nc3cn(CC(C)C)c(=O)c4ccccc34)CC2)c(C)c1	nt	-15.6	-2.4%	nt	19.0%	nt	2.3%
Cc1ccc(CN(C(=O)c2ccc(Cl)c([N+](=O)[O-])c2)C2CCS(=O)(=O)C2)o1 (stereo not drawn)	43.9%	-31.1	-13.4%	-9.1%	-5.0%	5.9%	10.2%
CCOC(=O)C1CCCN(C(=O)c2cc3cc(F)ccc3[nH]2)C1 (stereo not drawn)	-3.7%	77.2	-17.4%	-3.4%	2.2%	1.8%	-6.0%
Cc1ccc(C(=O)COC(=O)c2cc(Cl)nc3ccccc23)cc1C	-37.3%	17.1	-24.6%	4.3%	4.4%	-0.8%	-8.0%
COc1cc(N)c(C(=O)c2nccc3cc(OC)c(OC)cc23)cc1OC	-12.1%	30.9	0.5%	-8.3%	?	9.8%	1.6%
O=C(COC(=O)c1cc(Br)ccc1O)NNC(=O)c1ccc(Cl)cc1	-35.3%	0.5	-9.4%	91.5%[activator]	?	nt	-9.8%
NNc1ccc2nnc(C(F)(F)C(F)(F)C(F)(F)F)n2n1	-3.5%	-14.4	nt	-15.1%	-4.1%	2.2%	2.8%
O=C(CNC(=O)c1cccs1)OCC(=O)c1cccs1	-18.6%	15.1	-0.5%	-14.0%	-4.8%	-5.3%	0.0%
COc1ccc(-c2csc(NC(CO)c3nc4ccccc4n3CCCO)n2)cc1 (stereo not drawn)	nt	3.0	nt	58.2%[activator]	nt	nt	-1.2%
OC(CN1CCCCC1)Cn1c2ccccc2c2ccccc21 (stereo not drawn)	69.0%[activator]	26.5	-8.3%	-1.3%	-3.3%	-7.6%	1.8%
CCc1nc(OCCN(CC)CC)c2oc3ccccc3c2n1	-10.5%	92.8	5.6%	-13.7%	-1.3%	2.8%	3.6%
CC1CCCC(C)N1c1nnc(NC(=O)Cn2c(=O)oc3ccccc32)s1 (stereo not drawn)	10µM*	?	6.4%	24.7%	-0.2%	4.3%	1.1%
NS(=O)(=O)c1ccc(CCNc2ncnc3sccc23)cc1	-35.2%	?	0.0%	-3.9%	-5.7%	5.2%	-2.9%
CC(C)C(=O)Nc1ccc(C(=O)CN2C(=O)NC3(CCOc4ccccc43)C2=O)cc1 (stereo not drawn)	16.0%	0.0	-14.7%	-1.4%	-2.1%	nt	-4.6%
COC(=O)C1=C(C)N=C2SCCC(=O)N2C1c1ccc(OCc2ccccc2)c(OC)c1 (stereo not drawn)	nt	2.4	4.5%	nt	12.4%	nt	0.0%
Cc1ccc(NC(=O)C2CCCN2C(=O)NC2CCCCC2)cc1F (stereo not drawn)	-8.6%	3.0	8.8%	-0.8%	-12.6%	-1.4%	0.0%
CC1(C)CC[C@]2(C(=O)O)[C@H](O)C[C@]3(C)C(=CCC4[C@@]5(C)C[C@H](O)[C@H](O)[C@@](C)(CO)C5CC[C@]43C)[C@@H]2C1 (stereo partly drawn)	71.3%[activator]	-20.1	-0.5%	-0.2%	-13.9%	nt	-2.5%

Bioassay records from PubChem.
